yeast mec2-1 – NCI yeast anticancer drug screen, S. cerevisiae mec2-1 strain; growth inhibition, % at 50 µM; actives 9% (n = 79,000);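 further: 0% = growth of vehicle-only cultures of the same strain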
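Mutant yeast (mec2-1) grown with compound; growth inhibition relative to vehicle control reported.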
yeast cln2 rad14 – NCI yeast anticancer drug screen, S. cerevisiae cln2 rad14 strain | % growth inhibition at 50 µM | actives 8.3% (n = 78,000) | AID 165;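 further: 0% = growth of vehicle-only cultures of the same strain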
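cln2 rad14 yeast strain; compound exposure; growth inhibition read vs vehicle controls.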
sgs1 mgt1 – NCI yeast anticancer drug screen, S. cerevisiae sgs1 mgt1 strain | growth inhibition, % at 50 µM | actives 10% (n = 78,000);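 further: 0% = growth of vehicle-only cultures of the same strain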
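Test agents were incubated with a DNA-repair-mutant yeast strain. Growth was then read and compared against vehicle-treated controls.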
yeast mlh1 rad18 – NCI yeast anticancer drug screen, S. cerevisiae mlh1 rad18 strain. % growth inhibition at 50 µM. actives 11% (n = 79,000). AID 175;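 further: 0% = growth of vehicle-only cultures of the same strain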
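Inhibition values reflect reduced growth of mutant yeast versus vehicle-treated controls following compound exposure; the mutations affect DNA damage repair.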
yeast bub3 – NCI yeast anticancer drug screen, S. cerevisiae bub3 mutant strain. AID 167. actives 9.9% (n = 78,000). growth inhibition, % at 50 µM;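 further: 0% = growth of vehicle-only cultures of the same strain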
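In this screen, a yeast mutant lacking normal mitotic checkpoint function is challenged with compound. Relative growth versus vehicle gives the inhibition value.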
rad50 – NCI yeast anticancer drug screen, S. cerevisiae rad50 strain; growth inhibition, % at 50 µM; actives 10% (n = 79,000); AID 155;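 further: 0% = growth of vehicle-only cultures of the same strain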
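Relative growth inhibition (compound vs vehicle) was measured in yeast with a defined repair-gene alteration.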
* = called active by the depositor; . = not tested or not shown; & = joins results of further samples; ! = a repeat was not active. No stated cut-off is given here; in the data, active means growth inhibition above about 70%; inactive means the rest. An unsorted share of the library; about 14% have a hit in one of these screens.

SMILES	yeast mec2-1	yeast cln2 rad14	sgs1 mgt1	yeast mlh1 rad18	yeast bub3	rad50
CC(=O)Oc1cc2c(cc1Cc1ccc3c(c1)OCO3)OCO2	-17.2	-6.2	-7.0	-14.5	15.9	-18.6
CC1OC(=O)/C(=C\N(C)C)C1=O (centres undefined)	9.0	42.5	13.2	8.6	7.8	1.2
CCC1C(=O)OCc2c1cc1n(c2=O)C(CC)c2c-1nc1ccccc1c2Cl (centres undefined)	14.6	-28.3	8.2	4.5	-3.0	57.4
[N-]=[N+]=CC(=O)OC1CCc2ccccc21 (centres undefined)	3.0	-17.7	-6.7	20.3	4.4	7.0
C=C1CN(C2=NCCO2)C1	-39.6	-12.9	-5.7	4.0	-13.6	-17.6
COc1ccc(C[C@@H](C(=O)N[C@@H](C)C(N)=O)N(C)C(=O)[C@@H]2CCCN2C(=O)[C@H](CC(C)C)NC(=O)C(C)NC(=O)OCc2ccccc2)cc1 (some centres undefined)	28.9	-4.0	-8.0	-44.2	-38.2	29.1
CCOC(=O)CC1NCCS1 (centres undefined)	13.3	43.9	-2.1	-19.0	6.2	-15.2
O=C(OCC(O)C(O)C(O)C(O)COC(=O)c1ccccc1)c1ccccc1 (centres undefined) (tested in a mixture with another compound)	3.6	-29.6	-0.8	12.2	0.8	-0.9
CCCN(CCCC(NC(C)=O)C(=O)NCc1ccccc1)C(=O)NCCCl (centres undefined)	-13.1	1.0	-9.2	-26.1	-28.0	-4.7
Cc1csc(=S)n1OC(=O)NC1CCCCC1	94.2*	92.2*	93.5*	92.1*	91.8*	92.5*
COc1ccc(/C=C2/C(=O)N=C(NC(C)=O)N2C)cc1OC	-14.2	-2.1	-13.7	4.5	4.7	-13.8
O=C(Nc1ccc(S(=O)(=O)NC2CCCCC2)cc1)OC(c1ccccc1)c1ccccc1	-0.8	13.8	18.2	1.4	-6.2	21.6
CCCc1nc(N)[nH]c(=O)c1CCCCc1ccccc1	11.8	-0.2	-8.4	-12.5	7.0	0.1
COC(=O)C1C(=O)C2OC1C1OC(C)(C)OC21 (centres undefined)	-12.1	-52.4	-12.1	-0.9	1.7	7.8
CSC(=Nc1ccccc1)Nc1ccccc1	-2.0	-11.3	13.4	21.1	-3.8	3.5
OCCSCC(O)CSCCO	-12.1	4.9	15.2	-4.9	-3.6	-1.0
COc1cc(C2CC=CCC2C(=O)O)cc(OC)c1OC (centres undefined)	2.4	8.0	-0.7	0.9	-0.2	-13.6
[O-][n+]1ccc(Cl)cc1	-14.8	-15.2	-19.0	-9.3	-10.1	-4.2
COCC(O)Cn1cc([N+](=O)[O-])nc1C (centres undefined)	-5.2	9.4	-4.8	9.4	19.2	2.7
CC(C)CNC(=S)N/N=C/C=C/c1ccc([N+](=O)[O-])cc1	10.4	-16.7	23.4	23.3	2.7	4.2
CC(C)C(=O)[O][Bi]([c]1ccccc1)[c]1ccccc1	87.2*	85.6*	87.5*	91.0*	84.5*	82.0*
CC(C)(C)N(Cc1ccccc1)C(=O)Nc1ccccc1	4.0	1.4	21.5	7.4	32.3	6.5
Cc1nc(Nc2ccc([N+](=O)[O-])cc2)sc1C(/C=C/c1ccc(N(C)C)cc1)=N/NC(=O)c1ccccc1	-8.3	5.0	3.7	0.1	13.8	-6.5
N#CC(C(=O)/C(=N/N)C(C#N)c1ccc(Cl)cc1)c1ccc(Cl)cc1 (centres undefined)	-5.7	-0.1	9.8	31.2	5.8	2.5
O=S(=O)(O/C(=C(\OS(=O)(=O)C(F)(F)C(F)(F)C(F)(F)C(F)(F)F)c1ccccc1)c1ccccc1)C(F)(F)C(F)(F)C(F)(F)C(F)(F)F	-14.1	-18.1	-23.4	-5.8	7.9	-6.0
Continued.
SMILES	yeast mec2-1	yeast cln2 rad14	sgs1 mgt1	yeast mlh1 rad18	yeast bub3	rad50
COc1ccc(N(CN2C(=O)CCC2OC)C(C)=O)cc1 (centres undefined)	13.2	-3.2	11.8	-43.6	3.6	5.8
COc1ccc(-c2oc3ccccc3c(=O)c2O)cc1OC	9.9	-10.8	16.2	-11.1	21.4	2.3
CN(C)c1ccc(/C=C\c2c3ccccc3cc[n+]2[O-])cc1	3.0	-10.2	17.9	14.8	21.0	70.0
BrCCc1ccccc1Br	-1.2	17.0	3.8	19.8	18.6	6.5
O=C(CCN1CCN2c3ccccc3CCC2C1)c1ccc(F)cc1 (centres undefined)	91.5*!	93.5*!	89.7*	98.5*!	95.2*	83.2*
O=C(CCc1ccccc1)CCc1ccccc1	4.8&-4.3	27.6&-30.9	7.5&28.8	26.6&-20.4	35.2&0.6	33.6&-28.6
O=C1c2ccccc2-c2c1cccc2[N+](=O)[O-]	23.9	-62.5	9.6	42.5	-18.3	48.0
CCCCCCCCCCCCOc1cccc(OCCCCCCCCCCCC)c1	-4.8	-41.1	21.8	-19.1	-1.9	29.4
O[Si](O)(c1ccccc1)c1ccccc1	93.0*	90.2*	95.8*	95.8*	95.6*	96.2*
CC1(C)CC(=O)C(/C=N/c2nc(-c3ccc(Br)cc3)cs2)=C(O)C1	97.5*	98.3*	99.2*	98.8*	98.8*	99.0*
Cc1nc(N)c(-c2ccccc2)s1	-15.9	-11.2	7.2	11.9	-7.8	18.1
C=CC(=O)N1C/C(=C\c2ccc(Cl)cc2)C(=O)/C(=C/c2ccc(Cl)cc2)C1	20.9	49.4	63.1	11.7	58.1	51.4
O=C(CCCCCCCCC(=O)NO)NO	0.5	4.0	-2.9	-2.5	-3.0	-10.8
C=C1[C@@H](O)C[C@@H]2C[C@@]3(C)[C@H](C(C)(C)C[C@@H]3O)C12O (some centres undefined)	-17.5	5.0	-20.9	-20.2	-19.0	-4.2
CCN(CC)c1nc2c(c(=O)n(C)c(=O)n2C)n1CCCNCC(O)c1ccc(O)c(O)c1 (centres undefined)	-16.4	-47.1	-30.9	-31.5	-1.9	-15.7
Cc1nc2sccn2c1C(=O)N/N=C1\SCC(=O)N1C	-19.9	3.2	-17.9	-37.9	-29.9	-28.2
COc1ccc(C2NC(=O)c3ccccc3N2)c(OC)c1OC (centres undefined)	-20.5	.	.	-16.4	.	-8.6
CCCCCC(=O)NC(=O)Nc1ccccc1OC	-1.1	-24.1	-4.3	-1.6	0.7	-13.6
CC(=O)OCC(CSC(C)=O)OC(C)=O (centres undefined)	-23.2	16.6	2.6	-12.2	-5.2	-1.3
CCSC(SCC)C(Nc1ccc([N+](=O)[O-])cc1[N+](=O)[O-])C(OC(C)=O)C(OC(C)=O)C(COC(C)=O)OC(C)=O (centres undefined)	9.7	14.8	10.2	12.8	-2.9	30.9
CCOc1ccccc1/C=C(\C#N)c1cccc(Cl)c1	9.8	13.8	29.9	-4.2	19.5	42.6
CN(C)Cc1cc(O)cc(CN(C)C)c1O	-4.8	-30.4	-8.4	0.1	-0.5	-10.5
O=C(O)CCc1ccc2c(c1)OCO2	-24.1	-5.4	-5.8	-11.4	-34.1	-2.1
Oc1ccccc1C=Nc1ccc2c(ccc3c4ccccc4ccc23)c1	39.8	-6.7	28.0	39.8	48.1	51.8
CS(=O)(=O)C(c1nc2n(c1O)C(=N)N=N2)c1nc2n(c1O)C(=N)N=N2 (centres undefined)	12.1	-17.1	-6.2	9.8	-5.2	-3.2
Later entries
SMILES	yeast mec2-1	yeast cln2 rad14	sgs1 mgt1	yeast mlh1 rad18	yeast bub3	rad50
COc1ccc(C(=O)N2c3ccccc3N(C)n3cccc3C2CC(=O)O)cc1 (centres undefined)	-18.9	13.7	-22.8	-10.9	1.5	-22.9
CCCCCC(=O)n1[nH]c(=O)n(-c2ccc(OC)cc2)c1=O	-22.9	17.4	23.9	-40.0	-4.5	-3.2
CC(=O)C1CN(C)CCC1=O (centres undefined)	-4.5	-11.2	-19.8	16.9	-13.7	-20.0
CC(=S)N=Cc1c(O)cc(C)oc1=O	-1.9	7.7	20.5	-30.7	-5.8	0.8
Cc1ccc(O)c(N=Nc2ccc(Cl)cc2)c1	-1.9	7.2	-20.8	-23.2	4.4	-4.0
Clc1ccc2c(c1)N(C1CCCN(Cc3ccccc3)C1)c1ccccc1S2 (centres undefined)	7.7	25.8	35.1	47.0	43.7	45.5
CN1OC(=O)OC2(CCCCC2)C1=O	-1.9	16.9	3.9	-4.2	2.5	6.8
CC(=O)c1sc(Nc2nnc(-c3ccc(-c4nnc(Nc5nc(C)c(C(C)=O)s5)o4)cc3)o2)nc1C	-14.3	6.4	-25.0	3.0	-3.0	3.1
OCC1(OC2OC(CF)C(O)C(O)C2O)OC(CF)C(O)C1O (centres undefined)	0.8	-23.5	-5.7	3.9	3.3	-1.1
Cc1cc(=O)[nH]c(NNC(C#N)c2cccc([N+](=O)[O-])c2)n1 (centres undefined)	-11.1	-12.8	-31.1	-39.5	-7.4	-18.5
COc1ccc(/C=C/c2ccc([N+](=O)[O-])cc2)cc1	0.2	-20.2	-21.4	-2.5	-22.7	-1.9
N#C/C=C/c1ccc(Cl)cc1	-3.0	20.6	7.2	-7.0	-2.0	-3.5
O=Cc1cc2ccccc2cc1C=O	87.3*	88.8*	87.2*	86.2*	86.5*	86.0*
CC(C)c1ccc(C(=O)c2ccccc2C(=O)O)cc1	-1.1	-45.1	-4.8	-4.2	2.5	-4.2
CSc1nc(C#N)c(N)n1C	15.9	30.6	25.8	31.1	34.4	28.4
S=c1[nH]c2cc(Cl)ccc2s1	42.2	-2.1	74.6*	42.9	-4.3	25.2
CC1=CC(C)(C)NN1C1=NS(=O)(=O)c2ccccc2N1C	-31.0	1.1	-22.4	-58.6	-16.0	12.9
Nc1nc(N)c2cc(Sc3cccc(C(F)(F)F)c3)ccc2n1	53.0	87.7*	79.1*	88.8*	23.9	68.5
O=C1C(Br)=C(c2ccccc2)O/C1=C/C(=O)c1ccc(Br)cc1	21.1	29.7	53.9	52.6	15.4	24.2
C=C(Cl)C(Cl)(CBr)CCC(Cl)C(C)C (centres undefined)	15.5	73.7*	85.2*	72.0*	75.6*	65.0
COC(=O)[C@]1(C)CCC[C@@]2(C)C1CC[C@@]13C=C(C(C)C)[C@@H](CC1=O)CC23 (some centres undefined)	4.7	32.7	-1.7	19.1	26.4	10.7
COc1cccc(C2c3cc4c(cc3OC(NNC(N)=O)C2C)OCO4)c1O (centres undefined)	-8.6	9.9	2.5	-7.3	-2.8	-12.8
COC[C@H]1C(=O)NCC(=O)N2N=CCC[C@H]2C(=O)N(O)[C@H](C)C(=O)O[C@@H](C(C)C)[C@H](NC(=O)[C@@](C)(O)[C@]2(O)CC[C@@H](CC(C)C)[C@H](C)O2)C(=O)N2NCCC[C@@H]2C(=O)N1O	93.6*	91.2*	93.7*	92.1*	93.2*	91.8*
CC(=O)N(C)c1ccc(C)cc1	-1.1	-27.6	-4.3	7.0	-4.2	-14.9
CC(C)(C)OC(=O)CC(O)c1ccccc1 (centres undefined)	-2.9	-2.5	3.6	20.8	-3.7	3.8
O=C(Oc1ccc2c(c1)CN(Cc1ccccc1)CO2)c1ccccc1	25.1	21.9	77.2*	83.0*	72.7*	79.2*
Cc1ccc2c(c1)CCC(=O)O2	0.0	-17.2	-1.8	3.4	10.4	11.4

Some of the entries so far, with bars between the fields.
mol | yeast mec2-1 | yeast cln2 rad14 | sgs1 mgt1 | yeast mlh1 rad18 | yeast bub3 | rad50
CC(=O)c1sc(Nc2nnc(-c3ccc(-c4nnc(Nc5nc(C)c(C(C)=O)s5)o4)cc3)o2)nc1C | -14.3 | 6.4 | -25.0 | 3.0 | -3.0 | 3.1
OCC1(OC2OC(CF)C(O)C(O)C2O)OC(CF)C(O)C1O (centres undefined) | 0.8 | -23.5 | -5.7 | 3.9 | 3.3 | -1.1
Cc1cc(=O)[nH]c(NNC(C#N)c2cccc([N+](=O)[O-])c2)n1 (centres undefined) | -11.1 | -12.8 | -31.1 | -39.5 | -7.4 | -18.5
COc1ccc(/C=C/c2ccc([N+](=O)[O-])cc2)cc1 | 0.2 | -20.2 | -21.4 | -2.5 | -22.7 | -1.9
N#C/C=C/c1ccc(Cl)cc1 | -3.0 | 20.6 | 7.2 | -7.0 | -2.0 | -3.5
O=Cc1cc2ccccc2cc1C=O | 87.3* | 88.8* | 87.2* | 86.2* | 86.5* | 86.0*
CC(C)c1ccc(C(=O)c2ccccc2C(=O)O)cc1 | -1.1 | -45.1 | -4.8 | -4.2 | 2.5 | -4.2
CSc1nc(C#N)c(N)n1C | 15.9 | 30.6 | 25.8 | 31.1 | 34.4 | 28.4
S=c1[nH]c2cc(Cl)ccc2s1 | 42.2 | -2.1 | 74.6* | 42.9 | -4.3 | 25.2
CC1=CC(C)(C)NN1C1=NS(=O)(=O)c2ccccc2N1C | -31.0 | 1.1 | -22.4 | -58.6 | -16.0 | 12.9
Nc1nc(N)c2cc(Sc3cccc(C(F)(F)F)c3)ccc2n1 | 53.0 | 87.7* | 79.1* | 88.8* | 23.9 | 68.5
O=C1C(Br)=C(c2ccccc2)O/C1=C/C(=O)c1ccc(Br)cc1 | 21.1 | 29.7 | 53.9 | 52.6 | 15.4 | 24.2
C=C(Cl)C(Cl)(CBr)CCC(Cl)C(C)C (centres undefined) | 15.5 | 73.7* | 85.2* | 72.0* | 75.6* | 65.0

Screening results deposited in PubChem by NCI.
